Bioassay records: PubChem BioAssay, several laboratories
HGIII-sPLA2 inh = Inhibits HGIII-sPLA2 liposome hydrolysis, primary screen; Q9NZ20; QFRET BODIPY PC-A2 liposome hydrolysis, fluorescence; inhibition, % at 12.2 µM; 370,000 tested, 0.56% active;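 active means inhibition above mean plus 3 SD of compounds lying within the high and low control bounds, cut at about 19% in these data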;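 further: 0% = median of test compound wells and 100% = no enzyme DMSO wells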
Target sequence (Q9NZ20 whole entry, looked up): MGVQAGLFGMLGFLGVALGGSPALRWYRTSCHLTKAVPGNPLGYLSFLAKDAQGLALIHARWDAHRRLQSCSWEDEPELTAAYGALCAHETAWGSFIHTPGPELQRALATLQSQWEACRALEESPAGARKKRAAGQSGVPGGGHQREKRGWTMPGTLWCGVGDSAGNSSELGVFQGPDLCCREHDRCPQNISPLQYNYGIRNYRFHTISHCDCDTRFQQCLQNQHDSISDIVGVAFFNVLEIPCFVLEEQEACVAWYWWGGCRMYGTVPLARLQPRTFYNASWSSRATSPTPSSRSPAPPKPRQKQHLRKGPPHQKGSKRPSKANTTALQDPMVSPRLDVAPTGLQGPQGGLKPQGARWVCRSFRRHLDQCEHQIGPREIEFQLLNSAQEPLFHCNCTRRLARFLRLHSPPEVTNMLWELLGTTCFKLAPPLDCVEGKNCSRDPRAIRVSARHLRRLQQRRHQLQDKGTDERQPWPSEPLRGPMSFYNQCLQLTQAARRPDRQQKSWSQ
PLC-beta3 inh = PLC-beta3 (human) inhibition, primary screen | Q01970 | Purified PLC-beta3, fluorogenic substrate, fluorescence | inhibition, % at 12.2 µM | 370,000 tested, 0.18% active; in the data active means inhibition above about 11%;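 further: 0% = median of compound wells on plate and 100% = full blocker control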
ssDAF12 agonist = activates DAF-12 receptor from parasite S. stercoralis; AID 652126; HEK293 ssDAF-12/GRIP1 lit1-tk-luc reporter, luminescence; % of 3 µM dafachronic acid response; 370,000 tested, 1% active; activation, % at 6.8 µM;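 active means activation above the mean over all tested compounds plus 3 SD, cut at about 0.9% in these data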;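 further: 0% = DMSO-only wells and 100% = 3 µM delta7-dafachronic acid wells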
Rev-erbA mod = Rev-erb alpha (human) modulation; activity, % at 10 µM; AID 1259318; Rev-erbα–FITC-DNA binding, fluorescence polarization, 90 min; 370,000 tested, 0.79% active; P20393;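 active means activity above about 14%, limit read from the data; passing the limit was not always enough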;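 further: 0% = DMSO wells with 35 nM protein and 100% = DMSO wells with 750 nM protein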
DAX1 inh-1 = inhibitors of DAX1 repression of SF-1 activated StAR promoter; 370,000 tested, 1.1% active; AID 652010; HEK293T StAR-luciferase reporter, SF-1/DAX-1 repression relief; inhibition, % at 6.8 µM;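 active means inhibition above the mean over all tested compounds plus 3 SD, cut at about 3.6% in these data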;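 further: 0% = DAX-1 cells with DMSO and 100% = cells lacking DAX-1 with DMSO; higher inhibition means more luminescence from relief of DAX-1 repression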
DAX1 inh-2 = NR0B1 (DAX1) inhibition | HEK293 Gal4-DAX1 luciferase reporter, luminescence | P51843 | 340,000 tested, 0.99% active | AID 504766 | inhibition, % at 6.75 µM;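 active means inhibition above the mean over all tested compounds plus 3 SD, cut at about 4.2% in these data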;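 further: 0% = DAX1-transfected cells with DMSO and 100% = empty-vector control cells with DMSO; inhibition shows as a rise in luminescence from relieved DAX1 repression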
Target sequence (P51843 207-470 limits assumed): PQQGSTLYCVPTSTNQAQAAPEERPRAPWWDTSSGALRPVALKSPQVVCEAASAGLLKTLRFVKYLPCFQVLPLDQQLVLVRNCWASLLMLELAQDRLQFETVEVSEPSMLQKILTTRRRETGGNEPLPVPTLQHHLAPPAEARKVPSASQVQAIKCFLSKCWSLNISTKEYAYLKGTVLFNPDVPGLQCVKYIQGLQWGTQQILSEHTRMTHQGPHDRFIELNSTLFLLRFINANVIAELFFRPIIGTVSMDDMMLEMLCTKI
hcDAF12 agonist = activators of H. contortus DAF-12 nuclear receptor; HEK293 hcDAF-12 lit1-tk-luc reporter, luminescence; 0% DMSO, 100% Δ7-dafachronic acid; activation, % at 6.8 µM; 370,000 tested, 1.4% active; AID 652067;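 active means activation above the mean of all tested compounds plus 3 SD, cut at about 5.5% in these data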;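 further: 100% = response to 3 µM Δ7-dafachronic acid high control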
PG9 Ab binder = small molecules binding HIV-1 gp120 antibody PG9; TR-FRET gp120-PG9 antibody binding; AID 624416; inhibition, % at 6.7 µM; 360,000 tested, 0.43% active; in the data active means inhibition above about 8.5%
GAA850 FXN act = increases GAA850 frataxin promoter reporter activity. HEK293 lucGAA850 FXN promoter luciferase reporter, 24 h; percent of 10 µM SAHA response. activation, % at 6 µM. 360,000 tested, 0.56% active;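 active means activation above the average of all compounds screened plus 3 SD, cutoff fixed separately per campaign, cut at about 7.5% in these data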;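 further: 0% = DMSO wells and 100% = 10 µM SAHA wells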
hgDAF-12 ag = activates the H. glycines DAF-12 receptor ligand-binding domain | HEK293 GAL4-hgDAF12 UAS-luciferase reporter, agonist luminescence; normalized to butyrate control | activation, % at 6.8 µM | 370,000 tested, 1.8% active;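 active means activation above a cutoff set at the mean of all screened compounds plus 3 SD, cut at about 10% in these data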;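 further: 0% = DMSO wells and 100% = sodium butyrate wells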
SMARCA2 activ = activators of SMARCA2 function; MG213 cells, MMTV-luciferase reporter, dexamethasone, overnight; activation, % at 9.1 µM; 370,000 tested, 1% active; in the data active means activation above about 7.8%;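 further: 0% = vehicle wells and 100% = reference activator wells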
* = called active by the depositor; i = inactive; x = no result given.

SMILES	HGIII-sPLA2 inh	PLC-beta3 inh	ssDAF12 agonist	Rev-erbA mod	DAX1 inh-1	DAX1 inh-2	hcDAF12 agonist	PG9 Ab binder	GAA850 FXN act	hgDAF-12 ag	SMARCA2 activ
CCOC(=O)c1c(C)c(C(=O)N2CCCCCC2)c(C)n1C	-3	2	-1.1	-6	0.4	1.0	0.0	-0.9	1.7	-1.9	-1
O=C(CSCc1ccccc1)NNC(=S)Nc1cccc(Cl)c1Cl	38*	-1	-0.9	3	-0.1	-0.3	-0.3	-1.5	-1.6	-0.7	0
O=C(NCC(c1cccs1)N1CCOCC1)c1cn(-c2ccccc2)nc1-c1ccccc1 (centres undefined)	-4	-8	-0.7	-2	-1.0	-0.6	-2.1	2.0	0.8	-3.2	-2
COc1ccc(/C=N/n2c(C)cc(C)cc2=O)cc1	0	1	-1.1	0	0.1	0.9	-1.9	0.6	0.7	-1.4	-3
CN(CCCNC(=O)C1CCC(=O)N1Cc1ccc(F)cc1)c1ccccc1 (centres undefined)	-9	3	-0.8	-1	1.9	-0.2	-0.7	-2.9	0.3	0.9	1
CC(C)COc1ccc(C(=O)NNC(=O)CCC(=O)c2cccs2)cc1	-21	2	-0.2	0	-2.9	0.4	0.8	1.0	0.7	1.8	1
COc1cc2c(cc1OC)CN(Cc1cc(=O)n3cc(C)ccc3n1)CC2	4	i	-0.9	0	0.3	0.7	0.5	1.2	0.2	0.4	-4
CC(C)c1ccc(OCC(=O)N2CCN(c3ccccn3)CC2)c(Br)c1	-4	-10	-1.0	-2	0.3	1.4	0.1	-0.3	-1.4	0.3	-3
COc1cccc(CC2(CO)CCCN(Cc3ccc(OC)c(C)c3OC)C2)c1 (centres undefined)	-2	-1	-1.7	2	-0.1	0.0	-1.6	-0.8	-3.0	0.3	-1
CCc1c(C)sc(NC(=O)c2cc(C3CC3)on2)c1C#N	16	-5	-1.1	-9	-1.1	-0.4	-0.9	-1.1	2.5	-0.7	0
CC(C)n1cc(/C=C2\NC(=O)N(c3cccc(Cl)c3)C2=O)c2ccccc21	-1	0	0.5	-1	0.5	0.8	1.9	-0.1	-6.6	0.6	0
CCOc1c2ccc(C(=O)NCc3ccco3)cc2nn1CC	2	-417	-1.4	-5	0.3	1.1	1.6	-0.5	0.4	1.5	4
O=C(Nc1cc(C(=O)N2CCOCC2)ccc1N1CCCC1)c1cccs1	13	-7	-1.3	0	0.1	0.2	0.8	0.9	0.4	-1.7	-2
Cc1ccc(N(C(=O)c2ccccn2)C2(C(=O)NC3CCCC3)CCCCC2)cc1	0	-4	-1.2	3	-0.3	-0.8	-2.2	0.6	1.1	0.5	0
CN(C(=O)Nc1ccc(C(C)(C)C)cc1)C1CCCCC1	-1	-1	-1.8	-8	-0.1	1.5	-0.5	-1.0	-0.1	-1.3	0
CN(C)Cc1csc(NC(=O)Nc2cccc(Cl)c2)n1	-4	4	-1.3	1	-0.6	x	1.8	1.1	-3.7	0.7	-1
C=CC[C@H](CC(=O)N(CCO)Cc1ccccc1)C(=O)N[C@H](COC(=O)[C@@H](CC=C)Cc1ccc(F)cc1)Cc1c[nH]c2ccccc12	-87	0	-1.4	3	-0.8	-1.0	-2.4	-0.7	-2.4	-1.9	-1
Cc1cc(N2CCCCC2)n2ncc(-c3ccc(Cl)cc3)c2n1	-2	-19	-2.0	-4	-1.0	2.6	0.8	0.9	-3.5	-2.2	-2
CC(=O)Nc1ccc(C(=O)COC(=O)CCN2C(=O)C3CC=CCC3C2=O)cc1 (centres undefined)	0	-11	-1.1	-6	1.4	-0.4	-0.5	-0.7	-0.3	-0.1	-2
O=C(NCCN1CCOCC1)C1CCC(=O)N1Cc1ccc(F)cc1 (centres undefined)	5	0	-1.1	1	-1.2	1.1	0.5	0.8	0.9	-0.6	-2
C[C@H]1[C@@H](NC(=O)C#Cc2ccccc2)CC[C@@]23CCCN2C(=O)CCC[C@@H]13	-2	4	-1.8	1	x	x	-1.1	x	x	-2.7	x
CC(=O)OC1CCC2(C)C(CCC3C4CC=C(C(C)=O)C4(C)OC(=O)CC32)C1 (centres undefined)	-2	-2	-2.4	-2	-3.2	-4.0	-4.4	-0.9	-15	-18	-10
O=C(CNC(=O)c1cccc(F)c1)OCC(=O)N1CCCCC1	1	-1	-0.4	2	0.5	-0.9	1.7	-1.3	6.6	2.1	3
CN(C)C=Nc1nc2ccccc2nc1N1CCCC1	-4	-79	-1.6	-1	-0.7	0.6	0.8	-0.5	-1.2	3.1	-4
CC(C)C(NC(=O)OC(C)(C)C)C(=O)N1CCCC1C(=O)NC(Cc1ccccc1)C(N)=O (centres undefined)	-1	2	-1.2	-3	0.4	3.5	-0.2	-2.9	-0.1	-1.5	-2
Cn1nc(-c2ccccc2)cc1NC(=O)c1ccccc1	-2	-2	-1.1	41*	-0.1	-0.5	0.5	0.6	3.8	2.7	3
CCC(Sc1nc2cc3c(cc2c(=O)n1Cc1ccco1)OCO3)C(=O)Nc1cccc(OC)c1 (centres undefined)	7	3	-1.6	5	-0.2	1.4	0.0	0.0	-2.7	0.0	-4
O=C(Nc1ccc(F)c(Cl)c1)N1CCCCCC1	12	-8	0.0	-4	4.7*	1.2	1.1	1.6	3.5	5.0	1
O=C(CNC(=O)c1ccco1)NNC(=O)c1cccc(Cl)c1	10	-10	-1.3	6	-1.6	0.4	-0.8	1.8	-2.2	-2.1	-1
COc1ccc(C(=O)N2CCC(C)(C(=O)NS(=O)(=O)C3CC3)C2)cc1 (centres undefined)	0	0	-1.6	6	0.7	x	-2.0	-0.1	0.4	2.0	-2

Three of the entries above in order of their number in hcDAF12 agonist, largest number first.
compound	HGIII-sPLA2 inh	PLC-beta3 inh	ssDAF12 agonist	Rev-erbA mod	DAX1 inh-1	DAX1 inh-2	hcDAF12 agonist	PG9 Ab binder	SMARCA2 activ
O=C(Nc1cc(C(=O)N2CCOCC2)ccc1N1CCCC1)c1cccs1	13	-7	-1.3	0	0.1	0.2	0.8	0.9	-2
CC(C)C(NC(=O)OC(C)(C)C)C(=O)N1CCCC1C(=O)NC(Cc1ccccc1)C(N)=O (centres undefined)	-1	2	-1.2	-3	0.4	3.5	-0.2	-2.9	-2
O=C(CSCc1ccccc1)NNC(=S)Nc1cccc(Cl)c1Cl	38*	-1	-0.9	3	-0.1	-0.3	-0.3	-1.5	0

(more compounds)
SMILES	HGIII-sPLA2 inh	PLC-beta3 inh	ssDAF12 agonist	Rev-erbA mod	DAX1 inh-1	DAX1 inh-2	hcDAF12 agonist	PG9 Ab binder	GAA850 FXN act	hgDAF-12 ag	SMARCA2 activ
CC(C)C(=O)Nc1cccc(COc2cccc(CN(Cc3ccccc3)C(=O)OC(C)(C)C)c2)c1	-13	0	-1.2	6	-1.8	-0.3	0.1	1.3	-1.8	-1.2	-3
CC(=O)Nc1ccc(C(=O)Nc2ccncc2)cc1	-2	-3	-1.2	-1	-0.2	-1.1	-0.1	-0.1	-1.1	1.2	-1
Cc1ccc(N2C(=O)C(O)(C(F)(F)F)C3=C2CC(C)(C)CC3=O)cc1 (centres undefined)	-7	2	-1.0	0	0.5	-1.2	-0.7	-0.6	-0.9	0.1	-3
COc1ccccc1NC(=O)c1coc(=O)c(Br)c1	11	-158	-0.1	4	0.6	x	0.1	-7.5	7.9*	-0.8	7
CCOC(=O)c1cnc(SC)nc1Sc1cc(Cl)ccc1Cl	-2	1	-1.3	-2	0.6	-0.5	-0.7	0.4	1.4	0.2	0
O=C(Nc1ccn(Cc2ccc(F)cc2)n1)c1ccncc1	4	2	-1.9	-2	-1.1	-2.8	-2.2	-1.4	-2.0	1.5	0
CCOc1ccc(/C(C)=N\NC(=O)Cc2ccccc2)cc1	14	-7	-1.0	8	-0.6	-0.4	-1.3	-0.9	1.2	5.2	-1
COc1cccc(Nc2c(F)c(F)c(F)c(F)c2C(=O)O)c1	-8	1	-0.9	0	-0.3	1.3	-1.1	-1.7	-1.2	-1.0	1
CCn1nc(C)c(NS(=O)(=O)c2ccc(C)cc2)c1C	-2	-2	-2.0	0	-1.6	-2.2	-2.1	1.6	3.9	-3.2	-5
CCCCS(=O)(=O)N1CCCc2nc(-c3ccc(OC)cc3)ccc21	-2	-34	-0.9	-4	-1.1	x	-1.5	3.5	x	-0.7	-7
O=C(NCCO)c1cccc(-c2cccc3nccn23)c1	13	-135	-1.9	-1	0.3	x	-1.3	1.6	3.0	-0.2	-1
Cn1c(=O)n(C)c2cc([N+](=O)[O-])c(N3CCN(C(=O)c4cccc(Cl)c4)CC3)cc21	-6	2	-1.5	4	-0.9	-2.2	-3.5	-1.0	0.6	-6.4	-4
CC(=O)Nc1ccc(NC(=O)c2ccc(COc3ccccc3)cc2)cc1	2	-7	-0.8	-2	-0.3	-1.1	-0.6	-0.8	3.1	1.4	-3
O=S(=O)(NCC1CCCN(Cc2ccccc2O)C1)c1cccc2cccnc12 (centres undefined)	-12	-5	-0.2	0	0.8	-0.9	3.6	1.5	-1.6	0.5	1
Cc1ccc([C@H]2C[C@H](O)[C@@H](n3cc(-c4ccc(F)cc4)nn3)CN2C(=O)C2CCCCC2)cc1	-18	3	-1.3	-5	1.2	1.7	-2.1	0.5	-2.5	-4.4	3
O=S(=O)(/N=C(\Sc1ccc(Cl)cc1)c1ccccc1)c1ccccc1	9	6	-1.1	0	0.3	0.4	0.0	-0.2	-0.5	-1.9	2
CCCCCCCCCCCCN1[C@@H](CC(=O)OC)c2cc(F)ccc2S1(=O)=O	0	2	-1.0	-3	-0.2	0.2	-0.9	0.2	-1.2	-0.8	0
CC1CCc2ccccc2N1C(=O)c1cccs1 (centres undefined)	-2	3	-1.0	-2	1.1	0.6	-1.5	-0.2	-2.3	0.5	-3
CCN(CC)c1ccc(/C=N/NC(=O)c2cnccn2)cc1	2	-4	-0.1	1	-0.5	0.1	1.1	-12	1.0	18*	6
O=C(CSc1nc2ccccc2c(=O)[nH]1)NC1CCCCC1	-2	1	-0.5	2	x	x	-0.3	x	x	2.9	x
O=C(NC1CCCCC1)C(c1ccc2ncccc2c1)N(Cc1ccc2c(c1)OCO2)C(=O)c1ccc2c(c1)OCCO2 (centres undefined)	3	3	-0.4	4	-1.1	0.4	-0.5	0.5	-1.5	0.0	-3
CCOC(=O)c1cc(-c2ccccc2)nn1CC1CC(c2ccc(Cl)cc2)=NO1 (centres undefined)	-2	-3	-1.1	-8	-0.1	-0.8	-0.8	-2.1	0.4	1.1	-1
CSc1ccccc1C(=O)NCC1CCCO1 (centres undefined)	0	1	-1.3	-3	0.6	1.1	-1.7	-0.4	-3.0	-1.7	-2

No new results follow: entries from further up.
SMILES	HGIII-sPLA2 inh	PLC-beta3 inh	ssDAF12 agonist	Rev-erbA mod	DAX1 inh-1	DAX1 inh-2	hcDAF12 agonist	PG9 Ab binder	GAA850 FXN act	hgDAF-12 ag	SMARCA2 activ
O=C(NCCO)c1cccc(-c2cccc3nccn23)c1	13	-135	-1.9	-1	0.3	x	-1.3	1.6	3.0	-0.2	-1
Cn1c(=O)n(C)c2cc([N+](=O)[O-])c(N3CCN(C(=O)c4cccc(Cl)c4)CC3)cc21	-6	2	-1.5	4	-0.9	-2.2	-3.5	-1.0	0.6	-6.4	-4
CC(=O)Nc1ccc(NC(=O)c2ccc(COc3ccccc3)cc2)cc1	2	-7	-0.8	-2	-0.3	-1.1	-0.6	-0.8	3.1	1.4	-3

Compounds as they come, and some 7% of all compounds hit somewhere here.
